Assay outcomes deposited in PubChem BioAssay by several laboratories.
Diaphorase act: counter-screen for diaphorase-based assays: diaphorase activators and chemical reducers | activation factor at 20 µM | Diaphorase/resazurin coupled assay, resorufin fluorescence, 16 min; stronger effect = higher value; 1 = vehicle wells, 0 = NADH-free wells | actives 0.005% (n = 190,000);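 active = diaphorase activity raised at least twofold by the compound at 20 µM; inactive = activation factor below 2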
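Material: purified diaphorase enzyme from Clostridium kluyveri; Also added: 0.114 mM NADH and 0.1 mM resazurin, final amounts; Doses: single compound dose of 20 µM, 1% DMSO final; Times: 16 min enzyme reaction, ambient temperature; Detection: resorufin fluorescence, excitation 544 nm, emission 590 nm; Measure: increased resorufin signal from activators or reducing compounds.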
SRC2 TRFRET art: TR-FRET artefact, counter-screen to PPARgamma/SRC-2 agonist assay; TR-FRET ratio at 8 µM; stronger effect = higher value; actives 0.4% (n = 200,000); in the data active = TR-FRET ratio above about 2000; note: inactives centre near 1500
PPARg SRC1 recr: promotes SRC-1 coactivator recruitment by human PPARgamma; PPARgamma-SRC-1 coactivator recruitment biochemical assay; activation, % at 8 µM; actives 0.41% (n = 200,000); in the data active = activation above about 19%;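 note: 0% = DMSO and 100% = reference agonist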
Target sequence (P37231 whole entry, looked up): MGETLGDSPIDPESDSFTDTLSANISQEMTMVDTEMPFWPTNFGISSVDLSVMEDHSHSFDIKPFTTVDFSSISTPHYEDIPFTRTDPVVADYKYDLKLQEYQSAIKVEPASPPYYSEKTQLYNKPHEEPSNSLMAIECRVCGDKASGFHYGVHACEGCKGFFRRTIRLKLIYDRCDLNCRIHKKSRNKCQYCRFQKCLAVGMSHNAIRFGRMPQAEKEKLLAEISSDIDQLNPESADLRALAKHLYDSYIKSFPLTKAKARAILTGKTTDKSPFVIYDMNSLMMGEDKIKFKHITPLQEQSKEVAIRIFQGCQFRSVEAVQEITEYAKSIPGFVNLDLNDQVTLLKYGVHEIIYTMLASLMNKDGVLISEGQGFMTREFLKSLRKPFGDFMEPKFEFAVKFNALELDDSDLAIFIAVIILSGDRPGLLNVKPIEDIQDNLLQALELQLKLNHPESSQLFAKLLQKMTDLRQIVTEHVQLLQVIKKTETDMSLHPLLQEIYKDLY
PMI activator: increases human mannose-6-phosphate isomerase activity | P34949 | actives 0.005% (n = 190,000) | activation factor at 20 µM | purified human PMI, coupled resazurin fluorescence, 20 min; stronger effect = higher value; 1 = vehicle control, 0 substrate-free wells;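 active = activation factor of 2 or more at 20 µM, relative to plate controls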
ROMK mod: modulates human ROMK potassium channel activity | P48048 | Tet-inducible ROMK, thallium flux fluorescence; actives lie on both sides | B-score at 10 µM | actives 2% (n = 130,000) | AID 1918;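 active = signal ratio slope over the read window, or its plate-corrected B-score, at least 3 SD from the plate mean, either direction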;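 note: B-score of the F/F0 ratio slope over 7 to 12 s after thallium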
PMI act hi M6P: increases human PMI activity with near-saturating mannose 6-phosphate; P34949; coupled PMI enzyme assay, resazurin fluorescence, 20 min; stronger effect = higher value; 1 = untreated enzyme, 0 = substrate-free blank; activation factor at 20 µM; actives 0.34% (n = 190,000); AID 1216;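 active = activation factor of 2 or more at 20 µM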
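Material: human phosphomannose isomerase with PGI, G6PDH, diaphorase coupling enzymes; amount: PMI at 15 ng/mL final; also added: Mannose-6-phosphate 1.0 mM (near-saturating) plus 0.22 mM NADP+; incubation: enzyme reaction with compound 20 min at room temperature; signal: resorufin fluorescence (Ex 544/Em 590 nm) from resazurin via diaphorase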
G6PDH counter: counter-screen for G6PDH assay hits: L. mesenteroides G6PDH inhibition; inhibition, % at 5 µM; Purified L. mesenteroides G6PDH, diaphorase/resazurin coupled fluorescence, 45 min; actives 0.12% (n = 200,000); in the data active = inhibition above about 50%
PPARg SRC-2 ag: PPARgamma-driven SRC-2 recruitment agonism | P37231 | PPARgamma LBD-SRC-2 recruitment, biochemical | activation, % at 8 µM | actives 0.34% (n = 200,000); in the data active = activation above about 22%;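 note: 0% = vehicle and 100% = reference agonist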
Diaphorase inh: counter-screen for diaphorase-based assays: diaphorase inhibitors and chemical oxidizers | diaphorase resazurin-to-resorufin fluorescence, NADH, 16 min; bacterial (C. kluyveri) enzyme, not human | inhibition, % at 20 µM | actives 0.69% (n = 190,000);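 active = primary screen inhibition at 20 µM above a set limit, cut at about 50% in these data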;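 note: plate controls were DMSO with full reaction for no effect and wells lacking NADH for full effect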
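controls = No-NADH positive control and DMSO neutral control | system = Clostridium kluyveri diaphorase enzyme | timing = reaction incubation of 16 min at room temperature | signal = resorufin fluorescence 544/590 nm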
S1P3 antag: antagonists of human S1P3 receptor. Q99500. CHO S1P3 NFAT-BLA reporter, FRET fluorescence, antagonist mode. inhibition, % at 4.98 µM. actives 0.27% (n = 170,000). AID 485;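 active = inhibition above the plate cutoff, the mean inhibition of test wells on that plate plus 3 SD, cut at about 28% in these data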;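 note: cells challenged with S1P at its EC80 of 0.8 µM; blue over green emission ratio from cleaved BLA substrate after 4 h stimulation; 0% = S1P-stimulated wells and 100% = unstimulated DMSO-only wells; some compounds past the cut are filed as inactive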
Target sequence (Q99500 whole entry, looked up): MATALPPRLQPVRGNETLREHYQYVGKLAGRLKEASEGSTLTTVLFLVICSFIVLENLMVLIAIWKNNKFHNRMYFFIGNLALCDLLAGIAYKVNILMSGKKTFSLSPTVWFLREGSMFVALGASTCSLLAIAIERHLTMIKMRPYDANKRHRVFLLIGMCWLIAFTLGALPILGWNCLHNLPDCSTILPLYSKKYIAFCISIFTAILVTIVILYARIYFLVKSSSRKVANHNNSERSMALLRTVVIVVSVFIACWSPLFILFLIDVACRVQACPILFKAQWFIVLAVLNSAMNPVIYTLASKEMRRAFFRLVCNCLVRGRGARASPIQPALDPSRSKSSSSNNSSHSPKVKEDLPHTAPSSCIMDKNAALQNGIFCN
PPARg SRC3 recr: PPARgamma-driven SRC-3 recruitment agonism | P37231 | biochemical PPARgamma/SRC-3 coactivator recruitment assay | activation, % at 8 µM | actives 0.26% (n = 200,000) | AID 731; in the data active = activation above about 23%;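 note: 0% = DMSO and 100% = reference agonist; some compounds past the cut are filed as inactive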
The depositor's hits bear a star; · = not tested or not shown.

The first 4 compounds, ahead of the listing:
1) CN(Cc1ccc(-n2cccn2)cc1)C(=O)c1cnn2c1NC(c1ccco1)CC2C(F)(F)F (stereo not given)
2) O=C(Nc1cccs1)Nc1ccc(Br)cc1F
3) COc1cc(OC)c2c(c1O)OC(c1ccccc1)CC2=O (stereo not given)
4) Cc1ccc(S(=O)(=O)NC(=O)c2ccccc2)cc1C(C)C

screen / no.,1,2,3,4
Diaphorase act,0.8,0.9,0.7,0.9
SRC2 TRFRET art,1483,1715,1657,1492
PPARg SRC1 recr,3,4,6,1
PMI activator,0.9,0.8,0.9,1.1
ROMK mod,·,-0.8,·,0.33
PMI act hi M6P,1,0.9,0.7,1.1
G6PDH counter,21,25,17,7
PPARg SRC-2 ag,1,4,11,-3
Diaphorase inh,21,14,30,10
S1P3 antag,14,2,-3,-1
PPARg SRC3 recr,5,6,1,-1

Main list, from the first entry:
1) CN(Cc1ccc(-n2cccn2)cc1)C(=O)c1cnn2c1NC(c1ccco1)CC2C(F)(F)F (stereo not given)
2) O=C(Nc1cccs1)Nc1ccc(Br)cc1F
3) COc1cc(OC)c2c(c1O)OC(c1ccccc1)CC2=O (stereo not given)
4) Cc1ccc(S(=O)(=O)NC(=O)c2ccccc2)cc1C(C)C
5) COCCn1c(SCC(=O)c2cc(C)n(C)c2C)nc2ccccc2c1=O
6) COC(=O)c1ccc(-c2noc(CN(C)Cc3ccncc3C)n2)cc1

screen / no.,1,2,3,4,5,6
Diaphorase act,0.8,0.9,0.7,0.9,0.8,1
SRC2 TRFRET art,1483,1715,1657,1492,1456,1659
PPARg SRC1 recr,3,4,6,1,-2,9
PMI activator,0.9,0.8,0.9,1.1,0.9,1
ROMK mod,·,-0.8,·,0.33,-0.95,0.067
PMI act hi M6P,1,0.9,0.7,1.1,1,0.9
G6PDH counter,21,25,17,7,8,17
PPARg SRC-2 ag,1,4,11,-3,-8,8
Diaphorase inh,21,14,30,10,17,5
S1P3 antag,14,2,-3,-1,-18,-2
PPARg SRC3 recr,5,6,1,-1,-2,1

Reprinted from the part before: 2 entries; new compounds follow.
5) COCCn1c(SCC(=O)c2cc(C)n(C)c2C)nc2ccccc2c1=O
6) COC(=O)c1ccc(-c2noc(CN(C)Cc3ccncc3C)n2)cc1
7) O=C(COc1cccnc1[N+](=O)[O-])N1CCN(S(=O)(=O)c2ccc3ccccc3c2)CC1
8) CCOc1ncccc1C(=O)OCc1cc(=O)oc2c(C)c(C)ccc12
9) Cc1ccc(C(=O)NCCSc2ccccc2)cc1S(=O)(=O)Nc1ccccc1
10) COc1ccc(CN(Cc2ccc(C(=O)O)cc2)C(=S)Nc2ccccc2F)cc1OC
11) CC(=O)N1CCc2cc(NS(=O)(=O)c3cccs3)ccc21
12) CCCCn1c(SCC(=O)N2c3ccccc3CCc3ccccc32)nc2c1c(=O)n(C)c(=O)n2C

screen / no.,5,6,7,8,9,10,11,12
Diaphorase act,0.8,1,0.8,0.8,0.8,0.9,1.1,0.8
SRC2 TRFRET art,1456,1659,1431,1402,1677,1574,1590,1546
PPARg SRC1 recr,-2,9,-3,5,8,6,6,0
PMI activator,0.9,1,0.9,1.1,0.9,0.9,1.1,1.1
ROMK mod,-0.95,0.067,1,·,·,1.1,·,0.12
PMI act hi M6P,1,0.9,0.9,0.9,0.9,0.9,1,1.1
G6PDH counter,8,17,8,5,7,9,4,3
PPARg SRC-2 ag,-8,8,1,4,11,-2,9,10
Diaphorase inh,17,5,19,20,19,7,-6,15
S1P3 antag,-18,-2,6,0,·,8,-2,·
PPARg SRC3 recr,-2,1,-3,0,5,-1,3,5

13) CC1(C)S[C@@H]2[C@H](NC(=O)C(C(=O)O)c3ccccc3)C(=O)N2[C@H]1C(=O)O (stereo not given in full)
14) O=C(NCc1ccc2c(c1)OCO2)c1nnc(Cc2ccc(Cl)cc2)o1
15) Cc1ccccc1CC1(CO)CCCN(C(=O)c2ccccc2Cl)C1 (stereo not given)
16) CCOC(=O)/C=C/C(=O)OCC(=O)NC(c1ccccc1)c1ccccc1
17) CCC1CN(C(=O)Nc2ccc(C)cc2)c2cc(C)ccc2O1 (stereo not given)
18) CNC(=S)NC1CC2CCCC(C1)N2Cc1ccco1 (stereo not given)

screen / no.,13,14,15,16,17,18
Diaphorase act,0.8,0.9,·,0.9,0.9,1
SRC2 TRFRET art,1442,1625,1542,1339,1547,1734
PPARg SRC1 recr,-2,3,5,0,1,6
PMI activator,0.9,1,·,0.8,0.9,0.9
ROMK mod,0.68,-1.5,-0.54,-0.11,-0.81,·
PMI act hi M6P,0.9,1,·,0.9,1,0.9
G6PDH counter,21,7,8,10,4,21
PPARg SRC-2 ag,-6,-1,-4,0,-3,3
Diaphorase inh,22,11,·,14,15,-4
S1P3 antag,3,3,-21,13,8,·
PPARg SRC3 recr,-4,1,-1,0,2,5

19) COC(=O)C1CCCN1C(=O)COc1ccc(Br)cc1Cl (stereo not given)
20) COCCOCCn1c(/C=C/c2ccccc2)nc2ccccc21
21) COCCCNC(=O)CSc1nc2sc(C(=O)OC)c(C)c2c(=O)n1N
22) CCC(C)OC(=O)C(C)Oc1ccc(-c2ccccc2)cc1 (stereo not given)
23) CCC(CC)C(=O)c1c[nH]c(C(=O)O)c1
24) COc1ccc2nc(NC(=O)c3ccc(-n4nc(C)cc4C)cc3)sc2c1

screen / no.,19,20,21,22,23,24
Diaphorase act,1,0.9,0.9,0.8,1,0.9
SRC2 TRFRET art,1545,1460,1671,1714,1639,1233
PPARg SRC1 recr,10,1,1,3,7,-2
PMI activator,1.1,1,1,0.8,1.2,1
ROMK mod,-0.66,0.1,0.43,-0.27,-0.52,·
PMI act hi M6P,1.1,0.9,0.9,0.8,1.1,1
G6PDH counter,-6,-4,3,5,3,-1
PPARg SRC-2 ag,-1,8,0,-3,7,2
Diaphorase inh,1,11,8,20,-1,6
S1P3 antag,-16,-5,-12,·,-28,5
PPARg SRC3 recr,6,3,4,3,-1,-3

25) CCOC(=O)Cn1c(=O)oc2cc(S(=O)(=O)NC(C)c3ccccc3)ccc21 (stereo not given)
26) O=C(NCCCNC(=O)c1cccs1)c1cccs1
27) COCCCNC(=S)NNC(=O)c1cccnc1
28) CCOC(=O)C1(Cc2cccc(OC)c2)CCN(C/C=C/c2ccccc2)CC1
29) N#Cc1cccc(Oc2ccc(-c3cnc4ccccc4n3)cc2)c1C#N
30) Cc1nnc(SCCn2c(N3CCCCC3)nc3c2c(=O)[nH]c(=O)n3C)s1

screen / no.,25,26,27,28,29,30
Diaphorase act,0.9,0.9,0.9,0.8,1,0.8
SRC2 TRFRET art,1464,1505,1556,1738,1690,1599
PPARg SRC1 recr,3,5,2,4,2,-4
PMI activator,1,1,0.9,0.8,1,0.9
ROMK mod,·,·,0.33,-1.2,·,0.27
PMI act hi M6P,1,1,0.9,0.8,1,0.9
G6PDH counter,2,12,7,12,-23,0
PPARg SRC-2 ag,-5,3,-9,1,5,-9
Diaphorase inh,8,8,12,15,2,20
S1P3 antag,·,-26,·,-17,3,-23
PPARg SRC3 recr,4,-16,-4,3,-1,-3

31) COC(=O)C1=C(C)OC(N)=C(C#N)C1c1c(C)nn(C)c1C (stereo not given)
32) C=CCN=Cc1sc2ccc(OCC)cc2c1O
33) Cc1ccc(NC(=O)CSc2nnc(NC(=O)c3ccco3)s2)cc1
34) CCC(=O)N1N=C(c2ccc(C)o2)CC1c1ccc(N(C)C)cc1 (stereo not given)
35) COc1ccc(CCC(C)Nc2cccc(C)c2)cc1 (stereo not given)
36) CC(C)COc1cccc(C(=O)NC(=S)NCc2cccnc2)c1

screen / no.,31,32,33,34,35,36
Diaphorase act,0.8,0.7,1,0.9,0.8,0.5
SRC2 TRFRET art,1560,1652,1626,1384,1658,1635
PPARg SRC1 recr,-2,4,2,-6,4,5
PMI activator,0.9,0.8,1.1,1,0.9,0.8
ROMK mod,0.0036,·,-0.091,-0.57,·,·
PMI act hi M6P,0.8,0.8,1,0.9,1,0.8
G6PDH counter,16,17,-4,3,3,-11
PPARg SRC-2 ag,6,-5,8,-2,3,11
Diaphorase inh,19,31,-2,10,18,51*
S1P3 antag,-6,-13,-18,0,·,0
PPARg SRC3 recr,4,0,9,1,-11,7

37) CCC(C)C(=O)Nc1ccc(OC)cc1OC (stereo not given)
38) COC(=O)c1c(-c2ccc(Br)cc2)noc1N
39) CC(C)(C)OC(=O)N1CCN(C(=O)Nc2ccc3c(c2)OCCO3)CC1
40) COc1cccc(-c2csc(N3CCN(CC(=O)NNC(=O)c4ccco4)CC3)n2)c1
41) COC(=O)[C@@H]1[C@@H](C#N)C2(c3ccccc3-c3ccccc32)N(c2ccc(Cl)cc2)N1C#N
42) Cc1nn2c(-c3ccccc3)ccnc2c1-c1ccccc1

screen / no.,37,38,39,40,41,42
Diaphorase act,0.8,0.9,1,0.9,0.9,0.9
SRC2 TRFRET art,1423,1459,1548,1545,1612,1370
PPARg SRC1 recr,-5,-5,1,0,6,-3
PMI activator,0.9,1,1,1,1,1
ROMK mod,0.43,-0.55,-0.03,0.11,-0.33,0.77
PMI act hi M6P,0.9,1,1,1.1,1,1
G6PDH counter,4,0,5,17,2,0
PPARg SRC-2 ag,-7,-2,1,7,11,1
Diaphorase inh,17,5,3,6,15,8
S1P3 antag,·,·,-13,0,·,·
PPARg SRC3 recr,-4,2,5,3,1,9

43) CCN(CC)S(=O)(=O)c1cccc(C(=O)NC(C(=O)Nc2nnc(C3CC3)s2)C(C)C)c1 (stereo not given)
44) O=C(CN(Cc1ccccc1)S(=O)(=O)c1ccc(Br)cc1)NCc1ccco1
45) O=C(COC(=O)c1cc([N+](=O)[O-])ccc1NCCO)c1ccc(Cl)cc1
46) COc1cc(NC(=O)Cn2ncc3c2-c2ccccc2OC3)cc(OC)c1OC
47) CCn1cc(CN2CCN(Cc3cccc(OC)c3)C(CCO)C2)c(C)n1 (stereo not given)
48) COc1ccc(C2CC(c3ccccc3)n3nc(NC(=O)c4cccs4)nc3N2)cc1 (stereo not given)

screen / no.,43,44,45,46,47,48
Diaphorase act,0.9,0.8,0.7,1,·,0.9
SRC2 TRFRET art,1525,1477,1461,1593,1651,1596
PPARg SRC1 recr,5,0,8,1,0,8
PMI activator,1,1,0.9,1,·,0.9
ROMK mod,·,·,·,·,1.6,·
PMI act hi M6P,1,1,0.8,0.9,·,0.9
G6PDH counter,11,15,-54,9,10,-1
PPARg SRC-2 ag,7,9,10,2,2,4
Diaphorase inh,12,15,28,-3,·,9
S1P3 antag,-6,·,10,-18,2,-36
PPARg SRC3 recr,-1,0,7,9,1,5
